# Compound activity: PubChem, Sanford-Burnham Center for Chemical Genomics
# TAG inh – inhibitors of triacylglycerol accumulation, primary screen, cell-based, uHTS, fluorescence, H9c2. inhibition, % at 12.5 µM. AID 651582, 2012. 0.66% of 230,000 active. H9c2 cells, Nile Red lipid (TAG) fluorescence; cells loaded with 200 µM oleic acid;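 active = pattern-corrected inhibition of lipid staining of at least 50% with the nuclear-stain viability signal not falling by more than 50%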;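 note: 0% = DMSO wells and 100% = triacsin C control wells; some results filed as inactive read as strong as hits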
# TAG inh DAPI viability – second read-out of TAG inh, no call of its own (marks repeat the call); DAPI nuclei signal change (viability), lower = more cytotoxic, %;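 whole-well DAPI fluorescence read on a plate reader as a viability signal; minus 50 percent equals half of cells still viable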
# Starred values were filed as active, the others as inactive. A portion of the library; the hit share may differ from the screen's.
SMILES,TAG inh,TAG inh DAPI viability
C=CCN1C2CCCC1CC(NC(=S)Nc1ccc(Cl)cc1)C2 (stereo not drawn),15,12
Cc1cnc(CNC(=O)c2ccc3oc(C(C)C)nc3c2)[nH]1,6,-4
COc1ccc(OCCCSc2ncccn2)cc1,-1,-8
Nc1nonc1/C(=N/O)N1CCCC1,-8,3
C/C=C/c1ccc(OCCCCNCc2ccco2)c(OC)c1,-19,25
Cc1[nH]c2c(C(=O)N3CCCC(CCC(=O)NCc4ccccc4F)C3)cccc2c1C (stereo not drawn),-6,-1
Cc1ccc(-c2nc(N)sc2C)cc1,1,-5
COc1cccc(N2CC(NC(=O)C(=O)c3c[nH]c4ccccc34)CC2=O)c1 (stereo not drawn),12,-8
CCc1cccc2c1NC1(CCCC1)CC2C (stereo not drawn),-14,8
O=C(COC(=O)c1cccc(S(=O)(=O)NCc2ccccc2)c1)NCC1CCCO1 (stereo not drawn),-26,3
O=c1c2ccccc2oc2cc(-c3ccc4cc[nH]c4c3)ccc12,8,90
COc1nc(C)nc(NC(=O)NS(=O)(=O)c2ccc(C)cc2)n1,-6,0
O=C(CN1CCN(c2ccccc2O)CC1)Nc1ccccc1C(=O)NCCc1ccccc1,10,3
CC(C(=O)NCc1ccc2c(c1)OCO2)N1c2cccc3cccc(c23)S1(=O)=O (stereo not drawn),6,-12
Cc1cc2ncn(C3CC(=O)N(Cc4ccc(N5CCCC5=O)cc4)C3=O)c2cc1C (stereo not drawn),-9,-5
O=C(NCc1ccccc1)C1(C(F)(F)F)C/C(=C/CCO)CCCO1 (stereo not drawn),-5,-8
Cn1ccnc1SCC(=O)NC1CC1,-9,8
COC(=O)/C(=C\Nc1ccc(Cl)cc1Cl)NC(=O)c1ccc(OC)cc1,18,-21
NS(=O)(=O)c1ccc(CNC(=O)C23CC4CC(CC(C4)C2)C3)cc1,13,-8
CCN(CC(=O)NC1CCS(=O)(=O)C1)S(=O)(=O)c1cc([N+](=O)[O-])ccc1C (stereo not drawn),7,-5
CN1CCC(=O)N([C@H](CN=[N+]=[N-])Cc2ccccc2)CC1,-28,0
CC(=O)Nc1ccccc1NC(=O)C/C(C)=N/NC(=O)C(=O)Nc1cccc(Cl)c1C,14,-10
CC(C)CNS(=O)(=O)c1ccc(OCC(=O)NCC2CCCO2)c(Cl)c1 (stereo not drawn),-2,7
CNC(=O)c1sccc1SCc1c(Cl)cccc1Cl,-9,-12
O=C(Nc1ccccc1)OCCCc1ccccc1,-6,-5
CCc1ccc2c(c1)C1(SC(NC(C)=O)=NN1C(C)=O)C(=O)N2CC (stereo not drawn),13,-12
CCN1C(=O)[C@@H]2[C@@H](c3ccc(-c4ccc(OC)cc4)c(OC)c3)N3CCC[C@@]3(C(=O)OC)[C@@H]2C1=O,9,-2
NC(=O)c1ccc(SCC(=O)OCC(=O)NCC2CCCCC2)c([N+](=O)[O-])c1,18,-11
COCCCN(C(=O)C1CCC1)c1c(N)n(Cc2ccccc2)c(=O)[nH]c1=O,-9,6
O=C(Nc1ccc([N+](=O)[O-])cc1NC(=O)c1ccccc1)c1ccccc1,-1,5
CCC(=O)NNc1nc2c(F)cccc2s1,-4,19
COc1ccc(C(=O)NCc2ccco2)cc1S(=O)(=O)NC1CC1,-2,-3
CCN(CC)C(=O)[C@H]1C[C@H](CC(=O)NCc2cccc(C(F)(F)F)c2)C(=O)N2CCc3c([nH]c4ccc(Cl)cc34)[C@]12C,43,-10
COc1ccc(NC(=O)c2[nH]c(C)c(C(C)=O)c2C)cc1,10,2
COc1cc(C)c(NC(=O)COc2cccc3c2OC(C)(C)C3)cc1OC,-40,-6
COc1ccc(-c2cc(C(=O)NNC(=O)c3csc(N4CCOCC4)n3)c3ccccc3n2)cc1,9,4
Cc1cc(CN(C)C(=O)c2cc(COc3ccc(C)c(C)c3)on2)on1,4,-6
CCOc1ccccc1NC1c2ccccc2C(=O)N1c1cccnc1 (stereo not drawn),8,-1
COC(=O)C1(CCSC)NC(c2ccc(OC)cc2OC)C2C(=O)N(c3cccc(C(C)=O)c3)C(=O)C21 (stereo not drawn),-9,-2
Cc1nnc2sc(SCC(=O)Nc3cccc(Cl)c3)nn2c1=O,-5,6
Cc1cc(C(=O)Nc2cccc(C(=O)O)c2)oc1C,-9,16
COc1ccc(C(C)C)cc1S(=O)(=O)NCc1ccccn1,0,2
CC1(c2ccccc2)CC(c2ccccc2)=Nc2ccccc2N1 (stereo not drawn),-6,4
Cc1c(NS(=O)(=O)c2ccc(C(=O)NCc3ccc(F)cc3)cc2)c(=O)n(-c2ccccc2)n1C,2,3
C[C@@H]1CN([C@H](C)CO)C(=O)c2c(c3ccccc3n2C)-c2ccccc2CO[C@H]1CN(C)C(=O)NC1CCCCC1,13,-13

# One compound at a time, as listed above. Screens in order: TAG inh | TAG inh DAPI viability
# Entry for COc1ccc(C(=O)NCc2ccco2)cc1S(=O)(=O)NC1CC1 = -2 | -3
# Entry for CC1(c2ccccc2)CC(c2ccccc2)=Nc2ccccc2N1 (stereo not drawn) = -6 | 4
# Entry for C[C@@H]1CN([C@H](C)CO)C(=O)c2c(c3ccccc3n2C)-c2ccccc2CO[C@H]1CN(C)C(=O)NC1CCCCC1 = 13 | -13

# Reprinted from the listing (26 entries):
SMILES,TAG inh,TAG inh DAPI viability
CCN(CC(=O)NC1CCS(=O)(=O)C1)S(=O)(=O)c1cc([N+](=O)[O-])ccc1C (stereo not drawn),7,-5
CN1CCC(=O)N([C@H](CN=[N+]=[N-])Cc2ccccc2)CC1,-28,0
CC(=O)Nc1ccccc1NC(=O)C/C(C)=N/NC(=O)C(=O)Nc1cccc(Cl)c1C,14,-10
CC(C)CNS(=O)(=O)c1ccc(OCC(=O)NCC2CCCO2)c(Cl)c1 (stereo not drawn),-2,7
CNC(=O)c1sccc1SCc1c(Cl)cccc1Cl,-9,-12
O=C(Nc1ccccc1)OCCCc1ccccc1,-6,-5
CCc1ccc2c(c1)C1(SC(NC(C)=O)=NN1C(C)=O)C(=O)N2CC (stereo not drawn),13,-12
CCN1C(=O)[C@@H]2[C@@H](c3ccc(-c4ccc(OC)cc4)c(OC)c3)N3CCC[C@@]3(C(=O)OC)[C@@H]2C1=O,9,-2
NC(=O)c1ccc(SCC(=O)OCC(=O)NCC2CCCCC2)c([N+](=O)[O-])c1,18,-11
COCCCN(C(=O)C1CCC1)c1c(N)n(Cc2ccccc2)c(=O)[nH]c1=O,-9,6
O=C(Nc1ccc([N+](=O)[O-])cc1NC(=O)c1ccccc1)c1ccccc1,-1,5
CCC(=O)NNc1nc2c(F)cccc2s1,-4,19
COc1ccc(C(=O)NCc2ccco2)cc1S(=O)(=O)NC1CC1,-2,-3
CCN(CC)C(=O)[C@H]1C[C@H](CC(=O)NCc2cccc(C(F)(F)F)c2)C(=O)N2CCc3c([nH]c4ccc(Cl)cc34)[C@]12C,43,-10
COc1ccc(NC(=O)c2[nH]c(C)c(C(C)=O)c2C)cc1,10,2
COc1cc(C)c(NC(=O)COc2cccc3c2OC(C)(C)C3)cc1OC,-40,-6
COc1ccc(-c2cc(C(=O)NNC(=O)c3csc(N4CCOCC4)n3)c3ccccc3n2)cc1,9,4
Cc1cc(CN(C)C(=O)c2cc(COc3ccc(C)c(C)c3)on2)on1,4,-6
CCOc1ccccc1NC1c2ccccc2C(=O)N1c1cccnc1 (stereo not drawn),8,-1
COC(=O)C1(CCSC)NC(c2ccc(OC)cc2OC)C2C(=O)N(c3cccc(C(C)=O)c3)C(=O)C21 (stereo not drawn),-9,-2
Cc1nnc2sc(SCC(=O)Nc3cccc(Cl)c3)nn2c1=O,-5,6
Cc1cc(C(=O)Nc2cccc(C(=O)O)c2)oc1C,-9,16
COc1ccc(C(C)C)cc1S(=O)(=O)NCc1ccccn1,0,2
CC1(c2ccccc2)CC(c2ccccc2)=Nc2ccccc2N1 (stereo not drawn),-6,4
Cc1c(NS(=O)(=O)c2ccc(C(=O)NCc3ccc(F)cc3)cc2)c(=O)n(-c2ccccc2)n1C,2,3
C[C@@H]1CN([C@H](C)CO)C(=O)c2c(c3ccccc3n2C)-c2ccccc2CO[C@H]1CN(C)C(=O)NC1CCCCC1,13,-13

# Additional results
SMILES,TAG inh,TAG inh DAPI viability
CCCCN(CC)Cc1c(O)ccc2c(-c3ccccc3)cc(=O)oc12,-10,15
CCOC(=O)N1CCC(NC(=O)CN2C(=O)CSc3nc(C)cc(C)c32)CC1,18,-8
CC1(C(=O)NCCC#N)CCN1C(=O)CC(c1ccccc1)c1ccccc1 (stereo not drawn),-17,1
CCOc1ccc(NC(=O)COC(=O)CCN2C(=O)C3CC=CCC3C2=O)cc1OCC (stereo not drawn),26,-10
Cc1cccc(C)c1N1CCN(S(=O)(=O)c2ccccc2)CC1,1,15
Cc1ccc([N+](=O)[O-])c(C(=O)N/N=C/c2cccs2)c1,-10,10
O=C(Nc1ccc(CN2CCOCC2)cc1)c1ccc(N2CCCC2)c([N+](=O)[O-])c1,-1,10
O=S(=O)(NCc1ccccc1)c1ccccc1NCc1ccc(Cl)cc1,-12,0
CCOC(=O)N1CCN(C(=O)c2ccc(Cl)c(S(=O)(=O)N3CCCC3)c2)CC1,-13,0
CCOc1ccc(OCC)c(NC(=O)CN(C)S(=O)(=O)c2cnc[nH]2)c1,-6,6
Cc1cccc(-c2nnc(C(C)Nc3cccc(C(=O)NC4CC4)c3)o2)c1 (stereo not drawn),-5,-3
C=CC[C@@H](CC(=O)OC(C)(C)C)C(=O)OC[C@@H]1CCCN1C(=O)[C@@H](CC=C)CC(=O)N[C@H](CO)Cc1ccccc1,-30,11
OCCC1CN(CC#Cc2ccccc2)CCN1C1CCCC1 (stereo not drawn),6,-4
Fc1ccc(NC(=S)N2CCCC2)cc1Cl,-9,6
Cc1ccccc1-n1nnnc1SCC(=O)NC1CC1,-28,11
CN(C)c1c(N)c(=O)oc2ccccc12,-10,0
O=C(NCc1ccccc1)c1cc(C2CCCCN2C(=O)c2ccc3c(c2)CCO3)on1 (stereo not drawn),-4,6
CCOc1ccccc1NC(=O)CSc1nnc2ccc(-c3cccnc3)nn12,-15,7
Cc1ccc(N2C(=O)c3ccccc3C2=O)cc1,-10,16
CCOC(=O)c1c(CSc2cccs2)n(C)c2cc(Br)c(O)c(CN(C)C)c12,8,26
CCO[C@@H]1OC(C(=O)NCc2nc3ccccc3[nH]2)=C[C@H](c2csc3ccccc23)[C@H]1CCCO,40,0
Cc1ccccc1C(=O)N1CCC2CC1c1cc(Cl)ccc12 (stereo not drawn),-25,7
CC1(C)c2[nH]c3ccccc3c2C[C@@H]2C(=O)N(Cc3ccccc3Cl)C(=O)N21,6,0
CCC1CSC(Nc2ccc(C(=O)/C=C/c3ccc(Br)cc3)cc2)=N1 (stereo not drawn),-24,8
Cn1cccc([N+](=O)[O-])c1=O,2,-3
CCc1nnc(NC(=O)C2CC(=O)N(c3ccc4c(c3)OCCO4)C2)s1 (stereo not drawn),2,-2
O=C(COC(=O)c1ccccc1)Nc1ccc(Cl)cn1,4,2
Cc1ccc(NC(=O)c2ccc(NCC3CCCO3)c([N+](=O)[O-])c2)cc1Cl (stereo not drawn),47,4
CC(C)Oc1cc(F)ccc1-c1cc(C(=O)Nc2ccc(C(C)C)cc2)[nH]n1,6,2
CC(C)COC(=O)N1CCN(S(=O)(=O)c2ccc3c(c2)CCC3)CC1,-24,3
Cc1cc(NC(=O)CSCC(=O)Nc2cc(C(F)(F)F)ccc2N2CCCC2)no1,19,5
Cc1ccc(OCC(=O)N/N=C/c2cccn2C)cc1,-1,3
COc1ccc([C@H]2CC(=O)C=C(/C=C/c3ccc(C(F)(F)F)cc3)C2)cc1,-30,2
Cc1ccccc1NC(=O)CN1C(=O)NC2(CCCCCCC2)C1=O,17,-15
COc1ccc(N(C)S(=O)(=O)c2c(C)noc2C)c(OC)c1,6,-5
CCNc1ccc([N+](=O)[O-])cc1,-25,2
COc1ccc(NC(=O)COC(=O)COc2ccc(Br)cc2)cc1,5,-10
COc1cccc(C(=O)OCn2nnc3ccccc3c2=O)c1OC,-5,17
Cc1cccc(C(CC(=O)NCCc2ccccc2)c2ccccc2)c1O (stereo not drawn),-9,4
CCn1c(-c2nn(-c3ccc(C)cc3)ccc2=O)n[nH]c1=S,-14,5
COc1ccc(NC(=O)CSc2nc(=O)n(CCN3CCOCC3)c3c2CCC3)cc1,-4,12
O=CN/N=C/c1c(O)ccc2ccccc12,44,-8
CCc1ccc2c(c1)NC(=O)C2(C)Cc1ccccc1C#N (stereo not drawn),1,1
COc1cc2c3nnc(-c4ccc(F)cc4)c-3cn(Cc3ccc(F)cc3)c2cc1OC,33,175
CCCn1c(N)c(C(=O)CSc2nnc(C3CC3)n2-c2ccccc2)c(=O)[nH]c1=O,20,10
CCCCn1c(=S)[nH]c2ncccc2c1=O,-15,8
O=C(NCCc1ccccc1)c1cccc(NC(=O)C2CCCCC2)c1,4,0
O=C(NCc1ccc(OC(F)(F)F)cc1)C12CN(Cc3ccccc3)CC1C(c1cccc([N+](=O)[O-])c1)=NO2 (stereo not drawn),-34,6
